# ERAP1 inh = inhibitors of human ERAP1 aminopeptidase. inhibition, % at 10.7 µM. Q9NZ08. 0.15% of 340,000 active. recombinant ERAP1, Leu-AMC fluorescence, 60 min. AID 652197;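 active = mean replicate inhibition of at least 30%, or all replicates individually reaching that 30% level; inactive = mean below 30% and not every replicate reaching it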;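 note: 0% = neutral control wells and 100% = L-leucinethiol positive control wells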
# Target sequence (Q9NZ08 whole entry, looked up): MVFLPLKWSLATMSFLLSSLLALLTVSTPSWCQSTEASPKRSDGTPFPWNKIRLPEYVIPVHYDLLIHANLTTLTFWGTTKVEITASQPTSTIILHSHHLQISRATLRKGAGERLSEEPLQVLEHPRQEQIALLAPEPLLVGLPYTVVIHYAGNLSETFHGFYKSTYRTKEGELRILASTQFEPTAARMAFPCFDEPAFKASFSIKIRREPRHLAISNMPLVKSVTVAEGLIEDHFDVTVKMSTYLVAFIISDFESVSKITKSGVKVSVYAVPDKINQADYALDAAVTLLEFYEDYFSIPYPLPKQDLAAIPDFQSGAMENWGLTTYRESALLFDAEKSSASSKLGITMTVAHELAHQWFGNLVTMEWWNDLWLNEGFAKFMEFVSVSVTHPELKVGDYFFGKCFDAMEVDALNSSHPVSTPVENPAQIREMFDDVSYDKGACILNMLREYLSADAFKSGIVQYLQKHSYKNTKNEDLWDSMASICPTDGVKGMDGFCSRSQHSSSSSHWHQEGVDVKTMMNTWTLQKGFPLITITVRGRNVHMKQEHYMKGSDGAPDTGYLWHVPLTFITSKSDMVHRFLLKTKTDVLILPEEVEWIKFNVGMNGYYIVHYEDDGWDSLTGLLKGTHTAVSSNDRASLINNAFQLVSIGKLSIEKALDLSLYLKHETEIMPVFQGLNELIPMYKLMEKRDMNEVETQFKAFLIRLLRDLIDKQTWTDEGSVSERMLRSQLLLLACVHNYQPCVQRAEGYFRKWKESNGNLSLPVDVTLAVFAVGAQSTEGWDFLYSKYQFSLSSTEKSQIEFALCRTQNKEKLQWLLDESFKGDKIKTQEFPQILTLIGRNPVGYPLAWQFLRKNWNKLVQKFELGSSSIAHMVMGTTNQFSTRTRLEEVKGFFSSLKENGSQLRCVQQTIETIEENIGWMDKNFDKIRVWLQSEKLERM
# LGR2 antag = inhibitors of bursicon-induced Drosophila LGR2 receptor cAMP signaling | HEK293 LGR2, CRE-luciferase, bursicon-stimulated, 4 h | inhibition, % at 9.99 µM | 0.35% of 380,000 active;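 active = drop in luminescence signal, shown as inhibition above about 50% in the replicate tests, limit read from the data, passing the limit was not always enough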;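 note: agonist challenge used bursicon conditioned medium at about half maximal strength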
# EWS-Fli inh = inhibitors of EWS/Fli oncoprotein transcriptional activity; A673 NR0B1-luciferase reporter, viability-normalised; inhibition, % at 12.6 µM; 0.67% of 350,000 active; AID 651661;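 active = mean inhibition of at least 50% after viability correction, with every replicate also passing that limit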;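 note: firefly luciferase signal divided by Alamar Blue viability fluorescence both relative to DMSO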
# FN deposit inh = fibronectin deposition inhibition. inhibition, % at 12.6 µM. 0.086% of 350,000 active. AH1F fibroblasts, Alexa488-fibronectin deposition fluorescence, overnight. AID 743247;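 active = mean inhibition across replicates of 30% or more, regardless of how many single replicates reach that level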;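 note: positive control wells lacked labelled fibronectin entirely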
#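 material = AH1F fibroblast monolayer depositing Alexa488-labelled fibronectin into matrix | amount = 10000 AH1F cells/well | buffer or medium = DMEM plus 2% serum, read in PBS | incubation = 1 h cell adhesion before compound, then overnight fibronectin incubation | detection = fluorescence at 485 nm excitation, 525 nm emission | evaluation = percent inhibition as loss of matrix-bound fibronectin fluorescence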
# PAX8 inh HTS = inhibitors of PAX8 transcriptional activity in RMG-I cells; RMG-I TPO-luciferase reporter, SteadyGlo, 24 h; inhibition, % at 12.6 µM; 1.2% of 360,000 active; AID 652154;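 active = mean replicate inhibition at least 60% with every replicate also reaching 60%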;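 note: luciferase light reporting Pax8 driven TPO promoter activity; plate controls were median of neutral control wells for no effect and mitoxantrone controls for full effect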
# PglD DTNB = inhibitors of Campylobacter jejuni PglD acetyltransferase; inhibition, % at 12.5 µM; purified PglD enzyme, DTNB colorimetric CoA detection; 0.098% of 360,000 active; AID 602405; in the data active = inhibition above about 16%, passing the limit was not always enough; note: strong numbers were not always called active
# PGC1a acetyl inh = modulators of PGC1a acetylation; U2OS PGC1a acetylation, AlphaScreen anti-acetyl-lysine; with virally co-expressed GCN5 acetyltransferase; inhibition, % at 15.6 µM; 0.17% of 350,000 active; AID 651687;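 active = every replicate shows inhibition of at least 40%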;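 note: 0% = neutral control wells and 100% = positive control wells; some results beyond the cut were filed as inactive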
# S100A4 inh HTS = inhibitors of human S100A4 binding to myosin IIA peptide; P26447; S100A4/TAMRA-MyoIIA peptide fluorescence polarization; inhibition, % at 10.7 µM; 0.14% of 360,000 active;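 active = mean inhibition of at least 70% across replicates, with every replicate also reaching that level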
# Target sequence (P26447 whole entry, looked up): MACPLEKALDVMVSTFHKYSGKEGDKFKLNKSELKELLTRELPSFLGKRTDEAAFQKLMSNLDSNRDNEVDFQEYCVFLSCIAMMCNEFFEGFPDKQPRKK
#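 Material: S100A4 monomer protein / Buffer or medium: 50 mM HEPES pH 7.2, 10 mM CaCl2, 100 mM KCl / Times: 5 min incubation before reading / Benchmarks: neutral control DMSO, positive control TFP / Reagent: labelled myosin peptide probe, 5 nM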
# Active calls of the source: *; · = not tested or not shown; & = joins results of further samples.
SMILES,ERAP1 inh,LGR2 antag,EWS-Fli inh,FN deposit inh,PAX8 inh HTS,PglD DTNB,PGC1a acetyl inh,S100A4 inh HTS
Cc1ccc(C)c(N(CC(=O)NC2CCCC2)C(=O)CCC(=O)Nc2cc(C)on2)c1,4,-11,-2,-3,-15,2,·,11
Cc1ccc(C)c(S(=O)(=O)NC2CCSC2=O)c1 (centres undefined),1,5,5,-3,0,0,-19,3
Cc1onc(-c2c(F)cccc2Cl)c1C(=O)N=C(N)N1CC(C)OC(C)C1 (centres undefined),·,11,0,-5,11,·,1,4
CO[C@@H]1CN(C)C(=O)c2ccc(NC(C)=O)cc2OC[C@H](C)N(Cc2ccc(F)cc2)C[C@H]1C,1,11,0,9,·,0,10,-14
COc1cc(CN2[C@@H]3CNC[C@H]2C3c2ccc(-c3ccc(C#N)cc3)cc2)cc(OC)c1 (some centres undefined),3,3,6,10,-21,·,3,-4
COc1ccccc1NC(=S)NC1CCCCCC1,-3,0,6,3,33,-9,·,11
Cc1ccc([C@H]2C(C(=O)O)=CC[C@@H](c3cccc(C)c3)N2S(=O)(=O)c2ccc(C)cc2)cc1,-7,-11,-25,5,5,2,11,-4
CC1=CC2=NC(=O)/C(=C/c3cccn3Cc3ccccc3)C(=N)N2O1,2,10,5,-6,5,-13,-11,-6
C[C@H]1CN([C@@H](C)CO)C(=O)Cc2cc(NC(=O)CCC(F)(F)F)ccc2O[C@@H]1CN(C)S(=O)(=O)c1ccc(Cl)cc1,2,6,-9,-16,2,0,-5,2
CC(C)CC#Cc1cnc2c(c1)C(=O)N([C@@H](C)CO)C[C@H](C)[C@@H](CN(C)C(=O)c1ccc3c(c1)OCO3)O2,0,-6,9,·,·,-4,-6,7

# Record cards, as listed above.
# Cc1ccc(C)c(S(=O)(=O)NC2CCSC2=O)c1 (centres undefined) reads ERAP1 inh: 1; LGR2 antag: 5; EWS-Fli inh: 5; FN deposit inh: -3; PAX8 inh HTS: 0; PglD DTNB: 0; PGC1a acetyl inh: -19; S100A4 inh HTS: 3
# Cc1ccc([C@H]2C(C(=O)O)=CC[C@@H](c3cccc(C)c3)N2S(=O)(=O)c2ccc(C)cc2)cc1 reads ERAP1 inh: -7; LGR2 antag: -11; EWS-Fli inh: -25; FN deposit inh: 5; PAX8 inh HTS: 5; PglD DTNB: 2; PGC1a acetyl inh: 11; S100A4 inh HTS: -4
# CC(C)CC#Cc1cnc2c(c1)C(=O)N([C@@H](C)CO)C[C@H](C)[C@@H](CN(C)C(=O)c1ccc3c(c1)OCO3)O2 reads ERAP1 inh: 0; LGR2 antag: -6; EWS-Fli inh: 9; FN deposit inh: ·; PAX8 inh HTS: ·; PglD DTNB: -4; PGC1a acetyl inh: -6; S100A4 inh HTS: 7

# (listing goes on)
SMILES,ERAP1 inh,LGR2 antag,EWS-Fli inh,FN deposit inh,PAX8 inh HTS,PglD DTNB,PGC1a acetyl inh,S100A4 inh HTS
CN1CCN(C(=O)C[C@@H]2C[C@H]3c4cc(NC(=O)c5cccnc5)ccc4O[C@H]3[C@H](CO)O2)CC1,0,12,-1&1,-2&16,-11&-13,4,11&4,0
CCOC(=O)N1CCC2CC1c1cc(Cl)ccc12 (centres undefined),-12,-30,5,1,4,-2,-11,0
CC(C)C[C@@H](COCc1cccc(Cl)c1)N1CCN(C(=O)c2cccc(C(F)(F)F)c2)CCC1=O,·,28,13,0,7,·,·,-1
Cn1ccnc1Sc1nc(Nc2cccc(Cl)c2)nc(N2CCOCC2)n1,·,·,·,2,16,-5,-4,·
C[C@H]1CN([C@@H](C)CO)C(=O)c2cccc(NC(=O)c3nc4ccccc4s3)c2O[C@H]1CN(C)S(=O)(=O)c1ccc(Cl)cc1,-3,-15,23,-2,-4,-3,3,29
O=C([C@H]1[C@H](CO)[C@H]2Cn3c(ccc(C4=CCCCC4)c3=O)[C@@H]1N2)N1CCCCC1,5,-19,2,·,·,-1,·,8
COc1ccc(NC(=O)Nc2ccc3c(c2)[C@@H]2C[C@@H](CC(=O)NCC(F)(F)F)O[C@@H](CO)[C@@H]2O3)cc1,1,-21,-3,-4,13,-3,-11,-4
O=C(Nc1ccccc1)O/N=C/c1ccc(F)cc1,1,-12,-83,-2,-94,-1,·,2
Cc1n[nH]c(=O)c2c(NC(=O)COC(=O)Cc3ccc(Cl)cc3Cl)oc(C)c12,-1,1,4,-17,8,3,4,-1
Cc1ccc(NC(=O)C(C)Sc2nnc(C)n2C2CC2)cc1S(=O)(=O)N1CCOCC1 (centres undefined),-1,0,2,-1,0,0,14,-2
O=C(NCC1CCCCC1)c1ccc2nc([C@@H]3O[C@H](CO)[C@@H](O)[C@H]3O)[nH]c2c1,0,-7,1,-15,1,1,12,2
CCCC1=NN2C(=N)/C(=C\c3cc(C)n(-c4cc(C)cc(C)c4)c3C)C(=O)N=C2S1,·,14,·,-8,12,-14,6,·
CN1C(=O)c2cc(NC(=O)Cc3ccccc3)ccc2OC[C@H]2O[C@@H](CC(=O)NCc3ccc(Cl)cc3)CC[C@H]21,·,13,2,-4,27,4,-16,·
Cc1cnc(C(=O)OC(C(=O)c2ccccc2)c2ccccc2)cn1 (centres undefined),-1,-7,5,-4,2,2,-1,-2
COc1cccc(-c2cnc(C(O)c3cc(C)ccc3C)[nH]2)c1 (centres undefined),2,4,3,-5,8,0,0,-2
COc1ccc(CN2C[C@@H](O)COC[C@H]3O[C@H](CC(=O)N4CCc5ccccc5C4)CC[C@@H]32)cc1,3,-5,0,9,14,0,0,2
Cc1c(N=C2N=C(NC(=O)NC(C)(C)C)c3ccccc32)c(=O)n(-c2ccccc2)n1C,0,9,-9,-2,7,·,·,-11
O=C(NCC(c1ccco1)N1CCCCC1)c1ccc(S(=O)(=O)Nc2ccccc2Cl)cc1 (centres undefined),-3,12,5,0,11,4,2,-5
COc1ccc(CNC(=S)Nc2ccc(F)c(Cl)c2)cc1,-1,-1,3,1,16,·,-5,-4
C=Cc1ccc(C(=O)N2CCCC(Nc3ccc4c(c3)OCCO4)C2)cc1 (centres undefined),-5,13,0,·,0,-4,·,5
Cc1ccc(C(=O)NC(C)c2ccc(C)c(C)c2)s1 (centres undefined),3,·,6,11,-3,·,-10,-7
CCOc1ccc(NC(=O)CN(C)C(=O)c2ccccc2OCCOc2ccccc2)cc1OCC,1,-12,5,-6,10,5,-13,-2
Clc1ccccc1C(c1ccccc1)(c1ccccc1)n1ccnc1,-3,35,26,2,30,0,-2,-12
COc1ccccc1N1CCN(C(=O)c2ccc(N3CCCCS3(=O)=O)cc2)CC1,-2,6,5,-4,-27,-1,-4,-3
CCS(=O)(=O)NCC[C@@H]1CC[C@@H](NC(=O)Nc2ccccc2)[C@H](CO)O1,0,-14,4,0,-13,-4,3,11
COc1ccc(CN2CCN(Cc3cc4ccccc4o3)CC2CCO)c(F)c1 (centres undefined),-1,-4,13,4,27,-19,11,-3
CC(Oc1ccccc1)C(=O)N=C1SC2CS(=O)(=O)CC2N1CCc1ccccc1 (centres undefined),-3,-3,·,2,18,0,-5,-1
O=C(c1ccc2ccccc2c1)C1CCCN(C(=O)c2cccnc2)C1 (centres undefined),0,15,-4,-1,18,-5,·,-3
Cc1noc(C)c1S(=O)(=O)N(C)C[C@H]1OCCCC[C@H](C)Oc2ccc(NC(=O)Cc3ccccc3)cc2C(=O)N([C@H](C)CO)C[C@H]1C,2,16,-9,·,-7,-1,7,-6
Cc1cc(C)nc(SCC(=O)N(C)C)n1,5,-45,1,·,-14,·,·,3
c1nc2ccc(Cc3ccc4nc[nH]c4c3)cc2[nH]1,2,·,0,-4,17,2,-11,-3
Cc1ccccc1N1CCN(S(=O)(=O)c2nnc(NC(=O)CC(C)C)s2)CC1,2,2,4,4,-8,-3,-7,2
C[C@@H]1CCCCO[C@H](CN(C)C(=O)C2CCCCC2)[C@@H](C)CN([C@H](C)CO)C(=O)c2cc(NC(=O)CCCCCC(=O)Nc3ccccc3N)ccc2O1,-5,0,12,·,0,7,23,1
O=C(NCCCN1CCCC1=O)Nc1cc(Cl)ccc1Cl,1,-3,5,7,-23,-4,·,3
O=C(NCC1CCN(S(=O)(=O)c2ccccc2)CC1)Nc1ccc(F)cc1F,-3,·,5,-6,11,·,·,-3
COC(=O)[C@@]1(Cc2ccccc2CN=[N+]=[N-])N=C(c2ccc(OCCCO)cc2)O[C@H]1c1ccccc1,-4,·,-8,·,·,0,-66,7
CCN(CC(=O)Nc1ccc(S(=O)(=O)N2CCCC2)cc1)Cc1ccccc1,2,12,3,3,3,·,·,-4
CCOc1ccc(N(CC(=O)NC2CCCC2)C(=O)CCC(=O)Nc2nc(C)cs2)cc1,1,26,11,3,-5,-1,·,1
CC(C)CC1(C)CNC(=O)NC1,-1,4,3,7,18,-3,5,12
CCN(CC)S(=O)(=O)c1ccc(N2CCOCC2)c(NC(=O)CC23CC4CC(CC(Br)(C4)C2)C3)c1,·,-37,·,-1,3,-7,·,·
CC(C=Cc1ccccc1)=NNS(=O)(=O)c1ccc([N+](=O)[O-])cc1,-6,-4,6,10,4,2,·,-2
CCc1ccc(C(=O)COC(=O)CNC(=O)c2ccc(Br)o2)cc1,2,0,10,6,1,-3,3,9
COc1ccc(S(=O)(=O)N2CCCCC2)cc1C(=O)NC1CCS(=O)(=O)C1 (centres undefined),3,-6,-8,5,22,3,12,1
C[C@@H]1CN([C@@H](C)CO)C(=O)Cc2cc(NC(=O)C3CCCCC3)ccc2O[C@@H]1CN(C)S(=O)(=O)c1ccc(F)cc1,2,-8,1,15,19,6,-10,-5
COc1ccc(-c2nnc3sc(-c4ccco4)nn23)cc1OC,·,·,·,5,-13,4,19,·
Cc1ccc(C(C(=O)NC(C)(C)C)N(Cc2ccco2)C(=O)Cn2nnc(-c3cccs3)n2)cc1 (centres undefined),·,·,·,-6,25,3,-7,·
COc1cc(/C=C/C(=O)O)cc(S(=O)(=O)N2CCc3ccccc32)c1OC,-1,3,20,·,25,-3,1,-3
C[C@@H]1CN([C@@H](C)CO)C(=O)CCCn2cc(nn2)CO[C@H]1CN(C)Cc1ccc2c(c1)OCCN2C,-2,4,1,7,·,2,8,3
CN(CC(=O)Nc1ccc(S(=O)(=O)N2CCCC2)cc1)Cc1ccc(Cl)cc1Cl,7,9,11,1,17,-1,5,-3
CCN(CC)S(=O)(=O)c1cccc(NC(=O)Nc2cccc(C(F)(F)F)c2)c1,·,·,·,-6,102*,-3,22,·

# Continuation:
SMILES,ERAP1 inh,LGR2 antag,EWS-Fli inh,FN deposit inh,PAX8 inh HTS,PglD DTNB,PGC1a acetyl inh,S100A4 inh HTS
CCn1cc(C(=O)NCCCOC)c(=O)c2cc(S(=O)(=O)N(C)C)ccc21,-1,7,2,5,5,0,5,3
CCOc1ccc(OCCCC(=O)N2CCN(S(=O)(=O)c3ccc(Cl)cc3)CC2)cc1,32*,10,2,-1,15,·,·,-6
NC(=O)CNC1CC(=O)N(CCc2ccccc2)C1=O (centres undefined),·,2,·,0,·,4,0,·
CC(=O)Nc1c(-c2ccccc2)nc2cc(C)ccn12,-2,6,-1,-1,10,1,30,-10
O=C(COc1cc(F)ccc1[N+](=O)[O-])Nc1ccc2c(c1)OCO2,0,-15,-66,·,-120,1,-4,-7
Fc1ccc(/C=C\c2nccc3c2[nH]c2ccccc23)cc1,-5,-5,-17,3,-6,3,-6,-1
COc1cc2c(cc1OC)C(c1ccccc1F)OC(=O)C2 (centres undefined),-3,-9,-1,4,4,·,·,-5
O=C(NCc1ccc(F)cc1)c1cnc(Cl)c(Cl)c1,2,13,-19,2,5,2,-8,1
